Screening data as filed in PubChem BioAssay.
PPARg SRC-2 ag = PPARgamma-driven SRC-2 recruitment agonism; P37231; PPARgamma LBD-SRC-2 recruitment, biochemical; activation, % at 8 µM; 200,000 tested, 0.34% active; in the data active means activation above about 22%;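 further: 0% = vehicle and 100% = reference agonist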
HMGR II inh = blocks class II HMG-CoA reductase of Enterococcus faecalis | purified E. faecalis HMGR, NADPH absorbance 340 nm kinetic | inhibition, % at 10 µM | 190,000 tested, 0.41% active | AID 1066;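 active means inhibition above a set limit, the median over all tested compounds plus 3 SD, cut at about 9.5% in these data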;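 further: enzyme runs in reverse so mevalonate oxidation gives rising NADPH absorbance; 0% = complete reaction with DMSO and 100% = background rate lacking mevalonate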
DTT redox prof = compounds producing H2O2 with reducing agent – biochemical, NIH compound library profiling, artefact control for MLSCN library redox annotation, primary screen. AID 878. activation, % at 10 µM. DTT-dependent redox cycling H2O2, phenol red/HRP absorbance; 100% = 100 µM peroxide control, 0% = buffer. 200,000 tested, 0.03% active;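 active means activation of at least 50% relative to the plate's high and low controls in the primary single-dose screen; inactive means activation below 50%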;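 further: compound incubated with DTT at 0.8 mM final as the reducing agent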
TR-FRET SRC-2 ct = counter-screen for PPARgamma SRC-2 recruitment agonists: TR-FRET artefact; TR-FRET ratio at 8 µM; 200,000 tested, 0.4% active; active compounds read high; in the data active means TR-FRET ratio above about 2000; further: inactives centre near 1500; reference of the scale not given here
PPARg SRC-1 ag = agonists of human PPARgamma SRC-1 coactivator recruitment | activation, % at 8 µM | 200,000 tested, 0.41% active | P37231 | AID 631 | PPARgamma-SRC-1 coactivator recruitment biochemical assay; in the data active means activation above about 19%;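 further: 0% = DMSO and 100% = reference agonist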
PPARg SRC3 recr = PPARgamma-driven SRC-3 recruitment agonism. biochemical PPARgamma/SRC-3 coactivator recruitment assay. 200,000 tested, 0.26% active. activation, % at 8 µM. P37231; in the data active means activation above about 23%;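 further: 0% = DMSO and 100% = reference agonist; some compounds past the cut are filed as inactive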
Lmaj promast = Leishmania major promastigote growth inhibition | inhibition, % at 10 µM | 200,000 tested, 9% active | Leishmania major promastigotes, resazurin fluorescence viability; in the data active means inhibition above about 50%;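 further: promastigotes grown with compound for 44 hours at 28 °C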
ROMK mod = modulators of human ROMK potassium channel; B-score at 10 µM; 130,000 tested, 2% active; AID 1918; Tet-inducible ROMK, thallium flux fluorescence; actives lie on both sides;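 active means signal ratio slope over the read window, or its plate-corrected B-score, at least 3 SD from the plate mean, either direction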;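 further: B-score of the F/F0 ratio slope over 7 to 12 s after thallium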
Target sequence (P48048 whole entry, looked up): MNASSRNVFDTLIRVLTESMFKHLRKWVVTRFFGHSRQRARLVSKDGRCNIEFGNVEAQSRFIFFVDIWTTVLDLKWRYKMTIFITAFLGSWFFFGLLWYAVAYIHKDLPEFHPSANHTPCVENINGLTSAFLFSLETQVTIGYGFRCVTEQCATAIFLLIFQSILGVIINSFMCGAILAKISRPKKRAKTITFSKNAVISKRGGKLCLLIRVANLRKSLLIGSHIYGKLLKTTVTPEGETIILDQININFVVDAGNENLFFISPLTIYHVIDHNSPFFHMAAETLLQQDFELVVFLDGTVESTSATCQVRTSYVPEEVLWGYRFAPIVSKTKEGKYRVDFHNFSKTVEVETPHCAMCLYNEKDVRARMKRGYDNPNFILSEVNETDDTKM
bIAP inh = intestinal alkaline phosphatase (bovine) inhibition; purified bovine IAP, CDP-star luminescence, 30 min; inhibition, % at 20 µM; AID 1019; 190,000 tested, under 10 active;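 active means over 50% inhibition of intestinal alkaline phosphatase at 20 µM in the single-dose screen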
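Assay system: bovine IAP enzyme; medium: DEA buffer 100 mM, pH 9.8, with MgCl2 1.0 mM, ZnCl2 0.02 mM; doses: 20 µM single dose; incubation: enzyme reaction for 30 min at room temperature; detection: CDP-star luminescence signal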
RAM inhibit = inhibitors of the yeast RAM network | S. cerevisiae dse1pr::URA3 reporter, 5-FOA growth OD615, 2 d; analog-sensitive cbk1-as2 kinase mutant strain | inhibition, % at 50 µM | 190,000 tested, 1.8% active | AID 868;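 active means inhibition above a set limit, 3 SD over mean compound inhibition, cut at about 8.4% in these data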;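 further: 0% = DMSO-only wells with no growth and 100% = 10 µM 1-NA-PP1 full growth; inhibition rescues growth on 5-FOA so higher OD means more RAM inhibition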
S1P3 antag = antagonists of human S1P3 receptor | Q99500 | CHO S1P3 NFAT-BLA reporter, FRET fluorescence, antagonist mode | inhibition, % at 4.98 µM | 170,000 tested, 0.27% active | AID 485;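 active means inhibition above the plate cutoff, the mean inhibition of test wells on that plate plus 3 SD, cut at about 28% in these data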;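 further: cells challenged with S1P at its EC80 of 0.8 µM; blue over green emission ratio from cleaved BLA substrate after 4 h stimulation; 0% = S1P-stimulated wells and 100% = unstimulated DMSO-only wells; some compounds past the cut are filed as inactive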
Target sequence (Q99500 whole entry, looked up): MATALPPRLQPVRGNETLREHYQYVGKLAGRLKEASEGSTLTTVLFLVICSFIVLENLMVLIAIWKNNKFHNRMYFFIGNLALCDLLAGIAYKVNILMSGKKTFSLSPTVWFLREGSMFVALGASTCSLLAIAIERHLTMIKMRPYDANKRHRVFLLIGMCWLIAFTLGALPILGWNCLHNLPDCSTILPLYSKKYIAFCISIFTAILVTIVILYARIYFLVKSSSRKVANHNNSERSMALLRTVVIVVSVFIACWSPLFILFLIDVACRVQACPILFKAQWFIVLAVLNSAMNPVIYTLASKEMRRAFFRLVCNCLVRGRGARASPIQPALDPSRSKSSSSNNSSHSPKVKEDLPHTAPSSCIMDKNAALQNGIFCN
The depositor's hits bear a star; x = not tested or not shown.

SMILES	PPARg SRC-2 ag	HMGR II inh	DTT redox prof	TR-FRET SRC-2 ct	PPARg SRC-1 ag	PPARg SRC3 recr	Lmaj promast	ROMK mod	bIAP inh	RAM inhibit	S1P3 antag
N#Cc1cccc(NC(=O)N2CCC(c3nc4c(nnn4Cc4cccc(Cl)c4)c(=O)[nH]3)CC2)c1	-5	1	-0.4	1461	7	-8	-8	0.22	0	2.4	-11
O=C1C(=C(O)c2ccccc2)C(=O)c2ccccc21	14	-1	-2.0	1545	4	9	-6	x	8	-1.1	-31
Clc1ccc(-c2noc(CN3CCCC3)n2)cc1	8	-10	-0.1	1528	2	12	-10	-0.41	2	3.1	-17
CC(=O)c1ccc(NC(=O)/C=C/c2ccc(C)cc2)cc1	-7	2	0.8	1402	1	-4	47	0.37	-1	4.2	-1
COc1ccc(CCNC(=O)C(=O)NCc2ccccn2)cc1	11	4	-1.8	1637	5	5	-8	0.7	-26	3.4	3
c1ccc(CN2CCN(CCCNc3ccc4nnc(-c5ccccc5)n4n3)CC2)cc1	3	-1	-0.3	1401	-4	7	39	x	0	-0.7	-10
Cc1ccc(Cn2c(SCC(C)C)nc3c2c(=O)[nH]c(=O)n3C)cc1	2	0	-1.3	1493	7	16	-1	0.91	9	0.5	-25
CNc1ccc(Oc2nc([N+](=O)[O-])nn2C)cc1	2	-2	1.8	1634	6	3	1	-0.17	3	1.4	-6
CC(C)(C)NS(=O)(=O)c1ccc(NC(=O)c2cc(-c3ccccc3)nc3ccccc23)cc1	0	-2	-4.1	1619	-3	0	-4	x	2	5.1	x
CCN(CC)C(=S)NC(=O)c1cccnc1	-1	18*	0.0	1528	0	2	-5	0.51	-16	1.2	2
CCn1c(CSc2nc3ccccc3s2)nnc1SCC(N)=O	6	4	2.0	1576	9	8	-3	x	3	1.5	x
COc1ccc(C2CC(c3ccc(Cl)cc3Cl)Nc3nc(N)nn32)cc1 (centres undefined)	9	-11	-0.3	1566	0	-6	5	x	-13	-1.3	-19
O=C(Cc1cccs1)Nc1ccc(S(=O)(=O)N2CCCCC2)cc1	8	1	-0.3	1605	1	1	-3	x	34	5.1	13
CC1CC(C)(C)NC(=S)N1CC(=O)NCc1ccc(Cl)cc1 (centres undefined)	5	-2	0.5	1609	0	5	-6	-0.15	8	0.8	5
COc1ccc(NC(=O)Cc2ccc(C)c(C)c2)cc1Cl	-2	-1	-1.1	1475	-3	-4	6	0.38	-1	4.3	7
CC1(CC(=O)Nc2ccccc2)NC(=S)N(c2ccccc2)N1 (centres undefined)	-5	-2	0.2	1452	2	1	-5	0.37	3	2.6	0
COc1ccc(NC(=O)c2ccccc2-c2ccccc2)c(C)c1	4	1	-0.7	1586	-4	0	-9	-0.97	-11	3.0	-11
COC(=O)c1cccnc1-n1c(=O)c2cccnc2n(Cc2ccc(Cl)cc2)c1=O	5	-1	0.0	1679	2	16	-1	x	6	-0.2	x
O=C(c1ccc(Cl)cc1)c1ccc(OCC(O)CN2CCOCC2)cc1 (centres undefined)	10	0	-0.3	1486	8	7	63*	-0.15	4	0.5	-7
CCCNc1nc(C)c(C(C)=O)cc1C#N	3	0	0.2	1480	2	-3	-3	1.4	13	-0.7	x
O=C(CSc1ccc(-c2ccccc2)nn1)Nc1ccc2c(c1)OCCO2	5	-3	0.3	1360	-8	0	1	-0.11	2	3.3	-3
CC1(C)CC(=O)C2=C(C1)N=C1SCCC(=O)N1C2c1cccc([N+](=O)[O-])c1 (centres undefined)	2	-9	0.5	1577	9	3	-2	0.39	12	-0.7	-23
Cc1ccc(OC(=O)CCc2c(C)nc3ncnn3c2C)cc1	9	3	2.3	1757	5	0	-1	x	6	0.9	-17
Cc1ccc(NS(=O)(=O)c2ccc(CCC(=O)NCc3cccnc3)cc2)cc1	6	2	-0.4	1513	1	4	0	-2.2	-8	0.9	-27
Cc1ccc(-c2onc3ccc(C4OCCO4)cc23)cc1	4	-2	0.7	1480	-6	2	2	-0.16	0	-0.5	0
Carrying on.
SMILES	PPARg SRC-2 ag	HMGR II inh	DTT redox prof	TR-FRET SRC-2 ct	PPARg SRC-1 ag	PPARg SRC3 recr	Lmaj promast	ROMK mod	bIAP inh	RAM inhibit	S1P3 antag
Cc1ccc(S(=O)(=O)N2CCCCC2)cc1NC(=O)COC(=O)CNC(=O)c1cc(Cl)cc([N+](=O)[O-])c1	5	5	-0.7	1615	3	3	-5	0.86	-9	2.2	-31
Clc1ccc(CSc2ncnc3nc[nH]c23)cc1	12	0	-0.6	1561	6	5	-10	0.72	-2	1.1	-7
O=C(CSc1nc(Cc2ccccc2)nc2ccccc12)c1ccc2c(c1)OCCO2	6	2	-1.7	1615	6	6	4	x	10	5.1	x
CCOn1c(=O)c(-c2cccc([N+](=O)[O-])c2)[n+]([O-])c2ccccc21	7	-3	0.8	1371	8	2	-7	x	13	1.8	-16
Cc1ccccc1Cn1cnc2c(nnn2Cc2ccc(F)cc2)c1=O	-9	-2	1.5	1332	0	6	-4	x	-1	3.5	27
O=S(=O)(NC1CC1)c1ccc(S(=O)(=O)N2CCc3ccccc32)cc1	0	-1	1.9	1676	7	-2	16	x	12	2.8	28
COc1ccc(NC(=O)CN(C)S(=O)(=O)c2ccccc2)cc1OC	0	1	0.3	1422	4	0	-1	0.09	14	0.3	-13
CC(C)(C)C(=O)C[n+]1cccc(C(N)=O)c1	0	-1	-0.4	1650	8	-3	-4	-0.19	9	2.4	2
O=C1c2c(O)cc(O)cc2O[C@H](c2ccc(O)c(O)c2)[C@@H]1O	-1	0	x	1576	-6	-3	x	x	24	x	-4
COCCNC(=O)CC(NS(=O)(=O)c1ccc(C)cc1)c1ccco1 (centres undefined)	6	0	0.2	1665	3	13	-6	x	1	0.7	10
CCC(C)(C)NC(=O)C(c1cccnc1)N(CCOC)C(=O)Cn1nnc2ccccc21 (centres undefined)	-6	-11	2.5	1536	-7	-10	-1	x	-8	0.9	8
O=C(CNC(=O)Cc1ccccc1)N=Nc1c(O)n(Cc2ccc3c(c2)OCO3)c2ccccc12	-6	1	0.3	1555	-6	-2	6	x	6	0.6	-3
O=S(=O)(c1ccc2c(c1)OCCO2)N1CCC(n2cnc3cc(F)ccc32)CC1	-1	3	-0.8	1529	3	-1	69*	x	-4	1.3	44
COc1ccc(C2=CC(c3ccc(Cl)cc3)n3cnnc3N2)cc1OC (centres undefined)	3	4	0.5	1467	5	10	-11	-2.9	-1	2.0	x
CC(=O)Nc1ccc(NC(=O)CSc2nnc(C)c(=O)[nH]2)cc1	2	-5	-3.3	1495	0	0	-5	0.55	-2	1.7	-33
Cc1cc(=O)oc2ccc(OC(=O)c3cccc(S(=O)(=O)N4CCOCC4)c3)cc12	-9	-6	0.5	1408	-7	-8	0	-0.95	-5	1.9	-18
O=S(=O)(NC1CCCc2ccccc21)c1cnc[nH]1 (centres undefined)	4	2	-3.2	1719	8	2	-2	x	-18	-0.3	-6
COc1ccc(OC)c(NS(=O)(=O)c2ccc(NC(=O)C3COc4ccccc4O3)cc2)c1 (centres undefined)	4	-1	-0.2	1501	1	3	29	-0.1	12	3.0	x
O=C(CCCSc1nc2ccccc2[nH]1)NC(c1ccccc1)c1ccccc1	-9	0	0.4	1545	5	-2	7	x	40	3.9	-5
c1ccc2c(c1)nc1n2CCS1	6	-6	0.5	1632	7	17	2	-0.83	14	0.0	-39
CC(C)C1(C(C)C)OC(=O)c2ccccc21	0	-5	-0.5	1481	7	3	-2	-0.27	14	0.3	-15
c1csc(-c2cnc3n2CCCC3)c1	1	x	-0.5	1664	0	-2	10	-0.82	6	x	x
CC1CC(N(C(=O)c2ccccc2Cl)c2ccccc2)c2ccccc2N1 (centres undefined)	-3	4	-2.2	1567	10	-4	12	x	9	6.5	x
O=C(O)C1=C(C(=O)Nc2ccc(F)c(Cl)c2)CCCC1	1	-1	1.6	1604	7	7	-8	-0.46	-9	0.9	-19
O=C(c1ccc2c(c1)OCO2)C1CCCN(C2CCN(CCc3ccccc3)CC2)C1 (centres undefined)	2	1	-0.8	1643	0	4	98*	-0.34	-7	1.0	5
Following part:
SMILES	PPARg SRC-2 ag	HMGR II inh	DTT redox prof	TR-FRET SRC-2 ct	PPARg SRC-1 ag	PPARg SRC3 recr	Lmaj promast	ROMK mod	bIAP inh	RAM inhibit	S1P3 antag
C=C(C)CN=C1SC(C(=O)Nc2sc3c(c2C(=O)OC)CCC3)C(N)=C1C(N)=O (centres undefined)	9	0	0.0	1502	-5	2	0	x	-60	3.6	7
CCCCCOc1ccccc1C(=O)NCCC(=O)O	10	-1	1.8	1592	7	8	-8	x	3	-0.5	x
C=CCNC(=O)C1CC(=O)N(c2ccc(OCC(=O)Nc3ccc(OC)cc3)cc2)C1 (centres undefined)	6	1	0.2	1477	3	-2	-11	1.5	0	2.5	-13
CN(C)C(=N)c1n[nH]nc1SCc1ccccc1	13	1	1.8	1689	2	8	3	-0.45	-18	-0.2	-28
COc1ccc(/C=C2\SC(=NCc3ccccc3)N(Cc3ccccc3)C2=O)cc1OC	2	-4	4.0	1534	-3	-7	2	x	6	9.4*	x
O=C(c1ccc(Cl)cc1)C1CCN(C(=O)N2CCOCC2)CC1	-2	-3	1.2	1507	-3	0	-10	x	-2	1.4	-28
COc1cc(OC)c(C(=O)CCCN2CCCC2)c(OC)c1	1	-6	0.1	1423	6	-1	3	x	10	0.1	-2
COc1ccc(C(=O)/C=C/c2cccs2)c(OC(=O)c2cccc([N+](=O)[O-])c2)c1	1	0	-3.5	1512	0	6	23	-0.051	33	9.3*	x
O=C(c1cc2ccccc2oc1=O)N(Cc1cccs1)Cc1cccs1	1	-1	0.3	1475	-1	7	-3	x	12	1.2	x
C=CCn1c2ccccc2c2nnc(SCc3ccc4nonc4c3)nc21	3	1	0.1	1490	-3	6	3	x	15	7.0	8
CC12CCC(C(=O)N(CSC(=S)N/N=C\c3ccccc3Cl)C1=O)C2(C)C (centres undefined)	8	-2	2.8	1646	3	13	42	0.74	0	3.2	x
CCOC(=O)Nc1ccc2ncn(C)c(=O)c2c1	-2	-11	-1.3	1463	5	-7	-5	x	4	0.9	-16
Cc1cc(C)cc(NS(=O)(=O)c2ccc(NC(=S)Nc3ccccc3)cc2)c1	-9	4	0.3	1561	2	0	82*	0.0098	6	0.3	-8
CC1CCN(C2CC(=O)N(c3ccccc3)C2=O)CC1 (centres undefined)	4	-7	-0.7	1544	-2	2	-2	-0.2	10	-0.9	-11
O=[N+]([O-])c1cc(Cl)cc(/C=N/n2cnnc2)c1O	15	4	-4.1	1510	1	2	0	0.02	18	-1.2	-12
